Bioassay records from PubChem BioAssay.
KCNQ1 block – human KCNQ1 channel inhibition. P51787. CHO-K1 KCNQ1, FluxOR thallium flux fluorescence; active compounds read high. B-score at 10 µM. 310,000 tested, 1.3% active;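 active means compounds whose thallium flux B-score, printed positive for inhibition, exceeds three library SD while starting fluorescence stays within three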;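 further: channel opened by potassium depolarization with thallium stimulus after 20 min compound exposure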
Dyrk1A ADPGlo – blocks rat Dyrk1A kinase activity | ADP-Glo luminescence, NFATc1 peptide | 310,000 tested, 0.43% active | inhibition, % at 12.5 µM; in the data active means inhibition above about 50%;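 further: plate controls were vehicle with enzyme for no effect and no enzyme for full effect; many of its hits are not listed in these tables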
hERG rescue – compounds protecting human hERG from proarrhythmic drug block | Q12809 | CHO-hERG, FluxOR thallium flux, dofetilide IC70 present | activation (rescue from dofetilide block), less the hit threshold, % at 10 µM | 310,000 tested, 0.51% active;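 active means activation above the mean of controls blocked by dofetilide plus 5 SD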;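 further: thallium influx through hERG after potassium depolarization seen as dye fluorescence rise; in these data hits start at about 4.7%; inactives centre near -7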
TRPC4 act – activators of mouse TRPC4 channel; Q9QUQ5; HEK293 TRPC4beta/mu-opioid, Fluo4 calcium fluorescence; active compounds read high; B-score at 10 µM; 310,000 tested, 0.49% active; AID 2237;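 active means B-score above 5 SD of library B-scores, and initial fluorescence ratio not above library mean plus 5 SD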;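 further: positive B-score marks a calcium rise read as TRPC4 activation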
Target sequence (Q9QUQ5 whole entry, looked up): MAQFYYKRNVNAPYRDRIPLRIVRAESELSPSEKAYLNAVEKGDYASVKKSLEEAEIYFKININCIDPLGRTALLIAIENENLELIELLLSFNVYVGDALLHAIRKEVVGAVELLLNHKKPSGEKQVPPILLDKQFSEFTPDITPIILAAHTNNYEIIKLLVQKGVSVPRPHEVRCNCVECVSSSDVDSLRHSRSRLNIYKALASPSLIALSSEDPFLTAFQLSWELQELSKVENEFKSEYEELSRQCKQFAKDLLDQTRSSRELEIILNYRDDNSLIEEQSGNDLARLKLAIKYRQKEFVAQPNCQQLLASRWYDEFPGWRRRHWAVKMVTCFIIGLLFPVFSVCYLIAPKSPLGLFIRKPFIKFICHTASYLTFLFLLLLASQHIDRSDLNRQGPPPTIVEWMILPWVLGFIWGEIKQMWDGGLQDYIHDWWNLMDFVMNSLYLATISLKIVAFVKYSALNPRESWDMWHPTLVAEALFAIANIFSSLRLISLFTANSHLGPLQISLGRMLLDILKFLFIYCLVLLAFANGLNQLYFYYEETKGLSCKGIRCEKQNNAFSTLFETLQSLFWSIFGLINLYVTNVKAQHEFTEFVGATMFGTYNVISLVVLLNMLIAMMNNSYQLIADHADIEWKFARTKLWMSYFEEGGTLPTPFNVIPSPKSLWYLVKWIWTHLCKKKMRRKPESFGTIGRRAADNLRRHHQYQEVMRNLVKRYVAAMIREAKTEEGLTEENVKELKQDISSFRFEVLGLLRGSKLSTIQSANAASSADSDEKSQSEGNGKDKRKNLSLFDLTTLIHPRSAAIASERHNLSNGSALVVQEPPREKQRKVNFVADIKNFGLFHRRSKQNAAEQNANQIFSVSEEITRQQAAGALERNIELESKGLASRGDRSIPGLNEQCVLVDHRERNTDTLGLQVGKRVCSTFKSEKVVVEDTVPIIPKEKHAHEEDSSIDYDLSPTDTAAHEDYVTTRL
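system = HEK293 cells stably co-expressing mouse TRPC4beta and mu-opioid receptor | schedule = Fluo4 dye loading 45 min at room temperature, 110 s recording | measure = B-scored integrated calcium fluorescence ratio | signal = Fluo4 calcium-sensitive dye fluorescence, kinetic, 1 Hz baseline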
KCNK3 inh – human KCNK3 channel inhibition, primary screen | B-score at 10 µM | 340,000 tested, 0.84% active | O14649 | CHO-KCNK3 thallium flux, FluxOR fluorescence; active compounds read low | AID 602410;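 active means B-score under library mean minus 4 SD, starting fluorescence ratio at most library mean plus 5 SD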;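 further: more negative B-score means stronger inhibition of thallium flux through KCNK3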
KCNQ1 pot – potentiates or activates the human KCNQ1 potassium channel. P51787. CHO-K1 KCNQ1, thallium flux FluxOR fluorescence; active compounds read high. B-score at 10 µM. 310,000 tested, 0.35% active;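 active means fluorescence ratio B-score, a plate-corrected score, at least three library SD, with initial intensity B-score within 5 SD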
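Doses: Single concentration per compound, DMSO matched to controls | Test system: KCNQ1-transfected CHO-K1 cells | Timing: 90 min dye loading and 20 min compound exposure, both at room temperature | Measured by: Kinetic FluxOR thallium fluorescence, 10-s 1-Hz baseline, 110-s post-stimulus read | Medium: Assay buffer with matched DMSO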
Platelet DG rel – platelet dense granule release activity. human platelet-rich plasma, SFLLRN dense granule ATP release, luminescence. 300,000 tested, 0.22% active. inhibition, %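 (compounds screened at 7.5 µM in platelet-rich plasma)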. AID 1663;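 active means mean replicate score, as percent of positive control, at or above 50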
PolyA inh – inhibitors of polyadenylation in S. cerevisiae; S. cerevisiae SKY197-pL101 polyadenylation reporter, beta-gal luminescence; efflux-impaired pdr1/pdr3 knockout yeast; score 100 = 6 SD above DMSO; calls only at 12 µM; 300,000 tested, 0.02% active;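 active means lowest replicate activity score at least 50, where 100 means six control SD above control mean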;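 further: yeast exposed to compound for 9 h at 30 °C; higher score means more reporter readthrough which indicates perturbed polyadenylation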
TRPC4 potent – allosterically enhances the mouse TRPC4 cation channel; Q9QUQ5; HEK293 TRPC4beta/mu-opioid, DAMGO EC20, Fluo-4 Ca2+ flux; active compounds read high; B-score at 10 µM; 310,000 tested, 0.42% active;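 active means B-score of calcium response area above 5 SD of library B-scores, with initial fluorescence ratio within 5 SD of library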;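 further: B-score of integrated fluorescence ratio over time as area under calcium response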
TRPC4 block – inhibitors of mouse TRPC4 channel; 300,000 tested, 0.39% active; Q9QUQ5; AID 2247; HEK293 TRPC4beta/mu-opioid, DAMGO-evoked Fluo4 calcium flux; active compounds read low; B-score at 10 µM;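 active means B-score over 3 SD under the library average, no early fluorescence shift, positive overall ratio signal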
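material = TRPC4beta/mu-opioid receptor HEK293 cell line | probe or stimulus = sequential submaximal and maximal DAMGO stimulation | compound dosing = one concentration per compound | measured by = Fluo4 Ca2+ flux fluorescence | evaluation = integrated fluorescence ratio relative to baseline, converted to per-well B score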
KCNK9 block – inhibitors of human KCNK9 two-pore domain potassium channel; 310,000 tested, 1.2% active; Q9NPC2; B-score at 10 µM; HEK293 KCNK9, FluxOR thallium flux fluorescence; active compounds read low;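 active means ratio B-score over 3 SD below the library mean, with starting fluorescence within 5 SD of its mean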;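 further: negative B-score means less thallium flux so channel inhibition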
Starred values were filed as active, the others as inactive; i = inactive; . = not tested or not shown. A portion of the library; count on the stated rates, not on these rows.

SMILES	KCNQ1 block	Dyrk1A ADPGlo	hERG rescue	TRPC4 act	KCNK3 inh	KCNQ1 pot	Platelet DG rel	PolyA inh	TRPC4 potent	TRPC4 block	KCNK9 block
COc1ccc(CCNCC(O)COc2ccc(Cl)cc2)cc1OC (configuration not stated)	i	1	-10	i	i	i	11	i	i	i	i
COCC(=O)Nc1nc2n(n1)C(c1ccccc1Cl)CC(c1ccc(OC)cc1)N2 (configuration not stated)	i	-3	-14	i	i	i	-1	i	i	i	i
N#CC(C(=S)Nc1ccccc1)c1nc2ccccc2[nH]1 (configuration not stated)	i	.	2	i	i	i	-6	i	i	i	i
CCOC(=O)c1c(C)[nH]c(C(=O)Nc2ccc3c(c2)OCO3)c1C	i	.	-13	i	.	i	4	i	i	i	i
CCOC(=O)c1c(C)n(S(=O)(=O)c2ccc(C)cc2)c2ccc(O)c(C(=O)O)c12	i	-6	-11	i	i	i	11	i	i	i	i
Cc1ccc(C(=O)NC2CCCCC2)cc1	i	2	-3	i	i	i	10	i	i	i	i
COc1ccc(CC(=O)NC(C)c2nnc(SCC(=O)c3ccc(OC)cc3)n2C)cc1 (configuration not stated)	i	1	-13	i	i	i	-4	i	i	i	i
COc1ccc(NS(=O)(=O)c2c(F)cc(F)c(Cl)c2F)cc1S(=O)(=O)N1CCCCC1	i	-3	-13	i	i	i	0	.	i	i	i
O=C(CSc1nnc(-c2ccc(F)cc2)c2ccccc12)Nc1c(F)cccc1F	i	-5	-2	i	i	i	2	i	i	i	i
S=c1[nH]nc(COc2ccc3c(c2)OCO3)n1-c1ccccc1	i	1	-7	i	i	i	-56	i	i	i	i
COc1cccc(NC(=O)CSc2ccc3nnc(CCNC(=O)c4ccccc4)n3n2)c1	i	4	-9	i	i	i	-7	i	i	i	i
O=C(CSc1nc2ccccc2o1)Nc1ccccc1N1CCCCCC1	i	-5	-15	i	i	i	-4	i	i	i	-11*
CN(C)S(=O)(=O)N1CCc2ccc(NC(=O)c3ccccc3Cl)cc2C1	i	3	-1	i	i	i	3	i	i	i	i
CCN1CCc2c(sc(NC(=S)NC(=O)c3ccc(Cl)cc3)c2C(N)=O)C1	i	.	-7	i	i	i	-6	i	i	i	i
O=C(c1cc(COc2ccc(F)cc2Cl)on1)N1CCN(C2CCCC2)CC1	i	0	-8	i	i	i	3	i	i	i	i
Cc1ccc(OCCC(=O)NNC(=O)c2cc(C)oc2C)cc1	i	11	-5	i	i	i	-2	i	i	i	i
Oc1cccc(/C=N/N2CCCCC2)c1O	i	0	0	i	i	i	5	i	i	i	i
CC1(C)CC(=O)c2cc(OCC(=O)O)ccc2O1	i	5	-9	i	i	i	-13	i	i	i	i
CCOc1ccccc1NC(=O)c1cc(S(=O)(=O)N2CCOCC2)ccc1C	i	-4	-4	i	i	i	-25	i	i	i	i
CNC(=O)Cc1csc2ccc(Cl)cc12	i	5	-2	i	i	i	9	i	i	i	i
N#Cc1ccc(/C=N/N=C(N)N)cc1	i	.	-4	i	i	i	2	i	i	i	i
N#C[C@H]1C2OC2c2ccccc2N1C(=O)c1ccccc1 (some centres not stated)	i	1	-8	i	i	i	-2	i	i	i	i
O=C(/C=C/c1ccccc1)n1cnnc1SC/C=C/c1ccccc1	i	-9	-5	i	i	i	6	i	i	i	i
Cc1ccc(-n2nnnc2SCC(=O)NNC(=O)c2ccco2)cc1C	i	-11	-10	i	i	i	2	i	i	i	i
Cc1ccc(Nc2ccc3nonc3c2[N+](=O)[O-])cc1	i	-3	-2	i	i	i	4	i	i	i	i

2 of these compounds, reformatted.
N#CC(C(=S)Nc1ccccc1)c1nc2ccccc2[nH]1 (configuration not stated)
- KCNQ1 block: i
- Dyrk1A ADPGlo: .
- hERG rescue: 2
- TRPC4 act: i
- KCNK3 inh: i
- KCNQ1 pot: i
- Platelet DG rel: -6
- PolyA inh: i
- TRPC4 potent: i
- TRPC4 block: i
- KCNK9 block: i

CCOC(=O)c1c(C)[nH]c(C(=O)Nc2ccc3c(c2)OCO3)c1C
- KCNQ1 block: i
- Dyrk1A ADPGlo: .
- hERG rescue: -13
- TRPC4 act: i
- KCNK3 inh: .
- KCNQ1 pot: i
- Platelet DG rel: 4
- PolyA inh: i
- TRPC4 potent: i
- TRPC4 block: i
- KCNK9 block: i

The list continues.
SMILES	KCNQ1 block	Dyrk1A ADPGlo	hERG rescue	TRPC4 act	KCNK3 inh	KCNQ1 pot	Platelet DG rel	PolyA inh	TRPC4 potent	TRPC4 block	KCNK9 block
COc1ccc(OC)c(S(=O)(=O)CC(O)COc2ccccc2Cl)c1 (configuration not stated)	i	-3	-3	i	i	i	-6	i	i	i	i
O=C(Nc1nnc(C2CC2)s1)C1Cc2ccccc2CN1S(=O)(=O)c1ccccc1F (configuration not stated)	i	-8	-3	i	i	i	9	i	i	i	i
CCOC(=O)COc1cccc2c(=O)n(CC(=O)NCc3ccc4c(c3)OCO4)ccc12	i	2	-6	i	i	i	17	i	i	i	i
CCOc1ccc(NC(=O)CSc2ccc3nnc(-c4ccccn4)n3n2)cc1	i	2	-5	i	i	i	4	i	i	i	i
COc1ccccc1OCCCCN1CCN(c2ccccc2OC)CC1	i	0	-3	i	i	i	3	i	i	i	i
C=CCN(CC=C)C(=S)NC(=O)c1ccc(OC)cc1	i	4	28*	i	i	13*	7	i	i	i	i
COC(=O)c1c(-c2ccccc2)csc1NC1=NS(=O)(=O)c2ccccc21	i	-4	-7	i	i	i	1	i	i	i	i
CCOC(=O)c1c(NC(=O)C(=O)N/N=C/c2ccccc2OC)sc2c1CCCCC2	i	-1	-6	i	i	i	4	i	i	i	i
CCOc1ccc(CCNC(=O)COc2cc(=O)n(C)c3ccccc23)cc1OCC	i	25	-3	i	i	i	12	i	i	i	i
O=C(C1CCN(S(=O)(=O)c2cccc3cccnc23)CC1)N1CCN(c2ccccn2)CC1	i	2	-10	i	i	i	-1	i	i	i	i
Cn1cnnc1SCC(=O)NC1CCCc2ccccc21 (configuration not stated)	i	0	-7	i	i	i	3	i	i	i	i
COc1cc(C(=O)Nc2ccc3c(c2)OCCO3)ccc1-n1cnnn1	i	2	-2	i	i	i	1	i	i	i	i
O=C(NCC1CCN(Cc2ccccc2F)CC1)Nc1cccc(Br)c1	i	-5	-8	i	i	i	1	i	i	i	i
CN1CCN(C(=O)/C(=C/c2ccco2)NC(=O)c2ccccc2)CC1	i	1	-5	i	i	i	-7	i	i	i	i
Cc1cc(C(=O)Nc2c(C)nn(Cc3c(Cl)cccc3Cl)c2C)no1	i	5	-9	i	i	i	-2	i	i	i	i
O=C(CCCCn1c(=O)c2ccccc2n(Cc2ccccc2)c1=O)NC1CCN(Cc2ccccc2)CC1	i	-3	-11	i	i	i	-3	i	i	i	i
Cc1cccc(C(=O)Nc2ccc(N3CCN(C(=O)c4ccco4)CC3)cc2)c1	i	1	-6	i	i	i	-2	i	i	i	i
Cc1ccc(C)c(N(CC(=O)NCc2ccco2)C(=O)CNS(=O)(=O)c2ccccc2)c1	i	0	-6	i	i	i	6	i	i	i	i
COC(=O)c1cc(-c2ccc(S(=O)(=O)N3CCCC3)cc2)c(C(F)(F)F)s1	i	.	-11	i	i	i	3	i	i	i	i
Cc1ccc(C(=O)NC(=O)CSc2nncn2C)cc1	i	1	-7	i	i	i	1	i	i	i	i
CC(=O)c1c(C)[nH]c(C(=O)OCn2nnc3ccccc3c2=O)c1C	i	-4	-5	i	i	i	1	i	i	i	i
c1ccc(CN2CCC(Nc3ncnc4sccc34)CC2)cc1	i	.	-5	i	i	i	-1	i	i	i	i
C=CCn1c(SCC(=O)NCCCC)nc2scc(-c3ccco3)c2c1=O	i	-45	-7	i	i	i	4	i	i	i	i
O=C(NCCCN1CCOCC1)c1ccc2nc(Cc3ccccc3F)oc2c1	i	-4	-7	i	i	i	-1	i	i	i	i
CC1CCN(C(=O)C2CCN(c3nnc(-n4cccc4)s3)CC2)CC1	i	-2	-3	i	i	i	6	i	i	i	i

Only KCNQ1 pot, TRPC4 act and Platelet DG rel, for 2 of the compounds above:
Compound | KCNQ1 pot | TRPC4 act | Platelet DG rel
O=C(CSc1nc2ccccc2o1)Nc1ccccc1N1CCCCCC1 | i | i | -4
CCOC(=O)c1c(C)n(S(=O)(=O)c2ccc(C)cc2)c2ccc(O)c(C(=O)O)c12 | i | i | 11

New compounds follow.
SMILES	KCNQ1 block	Dyrk1A ADPGlo	hERG rescue	TRPC4 act	KCNK3 inh	KCNQ1 pot	Platelet DG rel	PolyA inh	TRPC4 potent	TRPC4 block	KCNK9 block
COc1cccc(NC(=O)N2CCN(c3ccc(C(F)(F)F)cn3)CC2)c1	i	7	-4	i	i	i	0	i	i	i	i
CC(=O)c1c(C)[nH]c(C(=O)COC(=O)CNS(=O)(=O)c2ccccc2)c1C	i	-6	-17	i	i	i	10	i	i	i	i
Cc1ccc(/C(O)=C2\C(=O)C(=O)N(C)C2c2ccc(F)cc2)cc1 (configuration not stated)	i	-3	1	i	i	i	2	i	i	i	i
Nc1nnc(CC(=O)N/N=C/c2cc([N+](=O)[O-])cc(Br)c2O)s1	i	4	-3	i	i	i	1	.	i	i	i
O=S(=O)(NCc1nc2ccccc2[nH]1)c1ccccc1	i	4	-11	i	i	i	1	i	i	i	i
CCCCc1c(O)nc(SCC(=O)NCC2CCCO2)[nH]c1=O (configuration not stated)	i	-2	-4	i	i	i	-8	i	i	i	i

Shown in CSV form: part of the list above.
Molecule,KCNQ1 block,Dyrk1A ADPGlo,hERG rescue,TRPC4 act,KCNK3 inh,KCNQ1 pot,Platelet DG rel,PolyA inh,TRPC4 potent,TRPC4 block,KCNK9 block
COc1cccc(NC(=O)N2CCN(c3ccc(C(F)(F)F)cn3)CC2)c1,i,7,-4,i,i,i,0,i,i,i,i
CC(=O)c1c(C)[nH]c(C(=O)COC(=O)CNS(=O)(=O)c2ccccc2)c1C,i,-6,-17,i,i,i,10,i,i,i,i
Cc1ccc(/C(O)=C2\C(=O)C(=O)N(C)C2c2ccc(F)cc2)cc1 (configuration not stated),i,-3,1,i,i,i,2,i,i,i,i
Nc1nnc(CC(=O)N/N=C/c2cc([N+](=O)[O-])cc(Br)c2O)s1,i,4,-3,i,i,i,1,.,i,i,i
